# Screening results (PubChem)
# HSF-1 act = increases HSF-1 driven luciferase reporter signal. NIH3T3-HGL HSF-1 luciferase reporter, MG132, 8 h; 100% = twice DMSO control signal. activation, % at 9 µM. actives 1.7% (n = 300,000);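 active means mean replicate activation of at least 50% with a set share of replicates each reaching 50%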;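 further: 0% = median of the neutral control wells and 100% = twice that signal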
# Dyrk1A ADPGlo = Dyrk1A (rat) kinase inhibition. Q63470. actives 0.43% (n = 310,000). ADP-Glo luminescence, NFATc1 peptide. AID 504441. inhibition, % at 12.5 µM; in the data active means inhibition above about 50%;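 further: plate controls were vehicle with enzyme for no effect and no enzyme for full effect; many of its hits are not listed in these tables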
# PolyA inh = blocks polyadenylation in yeast reporter cells; actives 0.02% (n = 300,000); calls only at 12 µM; S. cerevisiae SKY197-pL101 polyadenylation reporter, beta-gal luminescence; efflux-impaired pdr1/pdr3 knockout yeast; score 100 = 6 SD above DMSO;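 active means lowest replicate activity score at least 50, where 100 means six control SD above control mean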;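 further: yeast exposed to compound for 9 h at 30 °C; higher score means more reporter readthrough which indicates perturbed polyadenylation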
# GSK3B inh = blocks human GSK3beta kinase activity; P49841; GST-GSK3beta kinase, ADP-Glo luminescence, 60 min; stronger effect = lower value; activity score (negative = inhibition), % at 10 µM; actives 0.038% (n = 300,000); AID 2097;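 active means more than half of replicate wells score below -50%, meaning over 50% inhibition versus plate controls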;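 further: 0% = median DMSO wells and -100% = median GW8510 positive control wells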
# Target sequence (P49841 whole entry, looked up): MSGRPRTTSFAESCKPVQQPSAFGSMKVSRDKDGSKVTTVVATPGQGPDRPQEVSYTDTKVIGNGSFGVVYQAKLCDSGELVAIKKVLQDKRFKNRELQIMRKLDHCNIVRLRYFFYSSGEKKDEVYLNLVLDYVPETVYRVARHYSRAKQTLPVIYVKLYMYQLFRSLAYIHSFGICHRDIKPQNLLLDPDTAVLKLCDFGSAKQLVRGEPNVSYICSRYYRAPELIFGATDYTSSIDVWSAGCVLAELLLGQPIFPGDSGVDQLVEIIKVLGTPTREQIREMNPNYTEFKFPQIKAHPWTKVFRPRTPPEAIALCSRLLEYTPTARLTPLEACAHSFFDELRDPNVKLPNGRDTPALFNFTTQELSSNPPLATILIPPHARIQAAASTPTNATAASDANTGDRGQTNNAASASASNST
#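 Test system – GST-tagged human GSK3beta kinase, cell-free · Incubation – 60 min enzyme reaction, room temperature · Signal – ADP-Glo luminescence · Also added – peptide substrate and ATP at 25 µM · Controls – DMSO neutral wells and GW8510 at 20 µM as positive · Buffer or medium – Tris/MgCl2 kinase buffer · Measure – Luminescence-derived activity versus plate DMSO and GW8510 wells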
# HSP90 refold inh = inhibitors of HSP90 luciferase refolding in rabbit reticulocyte lysate | luciferase refolding luminescence, 3 h | inhibition, % at 5.6 µM | actives 0.91% (n = 290,000) | AID 1789;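 active means inhibition above the screen-wide mean plus 3 SD, computed separately per campaign, cut at about 16% in these data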;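 further: 0% = DMSO wells and 100% = 60 µM geldanamycin wells; inhibitors lower the luminescence because luciferase stays unfolded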
# GSK3 alpha inh = blocks human GSK-3 alpha kinase. inhibition, % at 10 µM. actives 0.1% (n = 320,000). P49840. ADP-Glo luminescence, 60 min;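 in the data active means inhibition above about 50%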;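 further: GST-tagged GSK-3 alpha with peptide substrate and 25 µM ATP; 0% = DMSO neutral wells and 100% = GW8510 positive control wells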
# AI-2 QS modul = Vibrio harveyi AI-2 quorum sensing modulation. Vibrio harveyi JMH597 AI-2 luminescence/OD600 ratio, 9 h; stronger effect = lower value; strain lacks LuxN and CqsS sensors; 0 = neutral-control median. activity change, % at 7.5 µM. actives 0.4% (n = 300,000). AID 2094; in the data active means activity change below about -75%, passing the limit was not always enough;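 further: luminescence divided by OD600 gain over 9 h not by final OD600 alone; inactives centre near 13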
# HSF1 inh = HSF1 inhibition; NIH3T3-HGL HSE-luciferase, MG132-induced, luminescence 8 h; stronger effect = lower value; activity change, negative = inhibition, % at 7.5 µM (by protocol); actives 0.77% (n = 300,000); AID 2098;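 active means more than half of replicate wells show activity change below -50%, luminescence cut by over half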;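 further: luciferase reports HSF-1 transcriptional activity via heat shock element; 0% = median of DMSO wells and -100% = zero luminescence signal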
# Platelet DG rel = modulates dense granule release in human platelets. inhibition, %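 (compounds screened at 7.5 µM in platelet-rich plasma)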. human platelet-rich plasma, SFLLRN dense granule ATP release, luminescence. actives 0.22% (n = 300,000);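 active means mean replicate score, as percent of positive control, at or above 50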
# HDAC3 inhib = blocks human histone deacetylase 3; O15379; recombinant HDAC3, fluorogenic peptide/trypsin coupled, fluorescence; inhibition, % at 8.3 µM; actives 0.15% (n = 320,000); in the data active means inhibition above about 26%, passing the limit was not always enough
# Target sequence (O15379 whole entry, looked up): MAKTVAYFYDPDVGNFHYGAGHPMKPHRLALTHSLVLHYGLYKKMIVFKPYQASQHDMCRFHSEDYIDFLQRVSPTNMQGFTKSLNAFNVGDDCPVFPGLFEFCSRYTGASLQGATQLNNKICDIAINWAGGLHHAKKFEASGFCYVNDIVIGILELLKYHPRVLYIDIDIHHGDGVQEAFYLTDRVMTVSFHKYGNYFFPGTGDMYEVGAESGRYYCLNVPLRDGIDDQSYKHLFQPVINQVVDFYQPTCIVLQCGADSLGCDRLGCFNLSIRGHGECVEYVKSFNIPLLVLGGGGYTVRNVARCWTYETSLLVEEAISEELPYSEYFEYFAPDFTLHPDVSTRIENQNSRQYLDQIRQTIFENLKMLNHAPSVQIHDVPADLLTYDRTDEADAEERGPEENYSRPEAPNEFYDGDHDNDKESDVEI
# Starred values were filed as active, the others as inactive; i = inactive; . = no result given; & = joins results of further samples. An excerpt, so the mix of outcomes need not match the whole.
HSF-1 act	Dyrk1A ADPGlo	PolyA inh	GSK3B inh	HSP90 refold inh	GSK3 alpha inh	AI-2 QS modul	HSF1 inh	Platelet DG rel	HDAC3 inhib	SMILES
10.9	-2.6	i	-5.0	5.3	.	23.3	10.1	0.4	.	Cc1[nH][nH]c(=O)c1C(c1c(C)[nH][nH]c1=O)c1cn(Cc2ccccc2Cl)c2ccccc12
-2.4	-3.6	i	-0.7	-2.5	-0.6	46.4	-8.3	-1.7	4.9	CCCCNCCOCCOc1ccc(C)cc1[N+](=O)[O-]
-40.5	9.3	i	0.5	0.0	0.0	23.5	-25.8	5.5	0.5	CCC(=O)N1c2ccc(S(=O)(=O)CCC(=O)NCc3ccc4c(c3)OCO4)cc2CC1C (centres undefined)
-10.3	-5.4	i	-0.9	-2.3	4.1	9.3	0.3	5.5	0.2	CN(Cc1cc(=O)n2ccsc2n1)Cc1nc2ccccc2c(=O)[nH]1
74.5*	2.5	i	1.3	13.1	4.0	-8.4	29.5	-4.7	0.0	Cc1ccc(COc2ccc(C)nc2[N+](=O)[O-])cc1
-6.6	-5.1	i	2.9	1.6	-0.6	-3.8	-4.2	-5.6	0.0	Cc1cc(Br)ccc1NC(=O)CCS(=O)(=O)c1cccc2nonc12
-13.2	-1.9	i	1.2	-1.2	1.6	13.5	-1.8	3.8	-3.9	N/C(=N\OC(=O)CCCC(=O)O)c1ncc(C(F)(F)F)cc1Cl
-4.3	-2.8	i	-2.8	-3.8	-1.1	25.8	-12.8	-21.3	-1.5	O=C(c1ccco1)N1CCN(Cc2nc(Cc3ccccc3)no2)CC1
2.2	.	i	1.6	1.5	-4.0	36.5	-0.1	-0.4	11.4	CCOC(=O)c1cnc(/N=C/N(C)C)s1
10.7	3.8	i	1.6	-1.6	-1.4	-25.1	4.1	-17.5	-4.7	O=C(COc1ccc(Br)cc1)N1CCN(S(=O)(=O)/C=C/c2ccccc2)CC1
7.7	-11.0	i	1.4	-1.4	-0.3	49.2	-2.5	-5.7	8.3	CCOC(=O)C1CCN(c2c(NCCCN(CC)c3ccccc3)c(=O)c2=O)CC1
-7.9	0.1	i	4.1	-6.0	-0.4	23.0	3.2	-1.6	13.6	CC(=O)Nc1ccc(/C=N/NC(=O)c2cccc(S(=O)(=O)N3CCOCC3)c2)cc1
25.6	-5.1	i	0.9	-2.0	-1.3	8.9	6.2	4.8	-5.8	Cc1ccc(NC(=O)c2cccc(OCc3c(C)noc3C)c2)cc1S(=O)(=O)Nc1ccccc1Cl
-22.1	-6.1	i	0.3	-2.3	-7.5	42.4	-0.4	-3.8	-8.8	CCOC(=O)Cc1c(C)nc2c(-c3cccc(Br)c3)c[nH]n2c1=O
4.2	4.4	i	-0.3	1.3	-2.7	-9.0	-0.8	7.9	4.6	O=C(Nc1ccccc1)c1sccc1Oc1ccc([N+](=O)[O-])cc1F

# Three entries from above, with two lines to a compound.
# The line under a structure holds: HSF-1 act, Dyrk1A ADPGlo, PolyA inh, GSK3B inh, HSP90 refold inh, GSK3 alpha inh, AI-2 QS modul, HSF1 inh, Platelet DG rel, HDAC3 inhib
CCC(=O)N1c2ccc(S(=O)(=O)CCC(=O)NCc3ccc4c(c3)OCO4)cc2CC1C (centres undefined)
 : -40.5, 9.3, i, 0.5, 0.0, 0.0, 23.5, -25.8, 5.5, 0.5
CN(Cc1cc(=O)n2ccsc2n1)Cc1nc2ccccc2c(=O)[nH]1
 : -10.3, -5.4, i, -0.9, -2.3, 4.1, 9.3, 0.3, 5.5, 0.2
Cc1ccc(COc2ccc(C)nc2[N+](=O)[O-])cc1
 : 74.5*, 2.5, i, 1.3, 13.1, 4.0, -8.4, 29.5, -4.7, 0.0

# Next section
HSF-1 act	Dyrk1A ADPGlo	PolyA inh	GSK3B inh	HSP90 refold inh	GSK3 alpha inh	AI-2 QS modul	HSF1 inh	Platelet DG rel	HDAC3 inhib	SMILES
-10.9	3.7	i	0.0	3.2	.	21.0	1.3	-0.7	7.5	O=C(O)C(Cc1cc(Cl)ccc1Cl)Sc1nc2ccccc2[nH]1 (centres undefined)
-2.8	.	i	4.5	-3.1	-4.8	14.2	-5.8	0.2	-9.6	O=C(Cn1nnc(-c2ccncc2)n1)NCCc1ccccc1
2.7	-4.3	i	-5.0	-1.5	-3.3	-4.6	-0.2	2.4	10.3	Nc1ncnc2c1ncn2CCNCCc1ccccc1
0.6	-4.1	i	-3.5	0.8	-1.5	-7.2	-8.1	15.8	-2.0	CCCn1c(N)c(Sc2ccccc2[N+](=O)[O-])c(=O)n(CCC)c1=O
-7.6	.	i	6.3	0.6	-1.5	8.1	-9.6	-0.7	10.7	CC(C)=CCN1CCN(Cc2cccn2-c2ccccn2)CC1CCO (centres undefined)
-13.1	-3.3	i	4.3	0.7	-0.2	21.2	-5.3	-1.8	6.9	Cc1ccc(C(=O)NNC(=O)c2cccc(C)c2)cc1
0.0	-4.1	i	-1.1	-1.8	0.6	13.6	1.5	10.4	-10.9	CCc1cccc2c(SCC(=O)NCC3CCCO3)nc(-c3ccc(F)cc3)nc12 (centres undefined)
14.3	-8.0	i	-3.7	4.7	2.5	18.6	-3.2	5.4	-1.3	CNC(=O)NNC(=O)c1csc(-c2ccc(C(F)(F)F)cc2Cl)n1
6.6	8.8	i	2.1	-2.2	0.2	2.8	5.9	1.6	1.8	CS(=O)(=O)N(Cc1ccco1)CC(O)Cn1c2ccccc2c2ccccc21 (centres undefined)
-0.2	-3.0	i	1.2	0.9	0.2	20.8	-4.1	-2.2	0.9	CCC(C)C(=O)Nc1nnc(SCC(=O)NC2CCCCC2)s1 (centres undefined)
-3.2	-3.5	i	3.2	1.5	0.1	20.4	-10.7	5.3	3.2	Cc1[nH]n(-c2c(Cl)cc(Cl)cc2Cl)c(=O)c1C=Nc1ccc(S(=O)(=O)N2CCOCC2)cc1
-5.2	.	i	-1.4	-1.6	-0.5	32.4	-0.7	4.4	-2.3	COc1cc(/C=C/C(=O)O)cc(S(=O)(=O)NCc2ccco2)c1OC
35.6	-4.3	i	2.0	1.5	-1.1	23.7	-3.2	2.2	0.6	COc1ccc(/C=C/C(=O)OCC(=O)Nc2cccc(Oc3ccccc3)c2)c(OC)c1
0.1	16.5	i	-1.0	.	8.6	27.8	4.6	-0.1	-11.3	c1cc(CN2CCCCC2)cc(OCCCNc2nc3ccccc3s2)c1
-6.7	-4.4	i	-2.2	4.2	-0.9	-0.9	-10.2	2.1	0.9	O=C(COc1ccc(-c2nnco2)cc1)NC1CCCc2ccccc21 (centres undefined)
-2.7	16.1	i	-1.0	0.6	1.6	22.6	3.5	-6.6	-21.5	COc1ccc(NC(=O)C2CC(c3c(F)cccc3Cl)=NO2)cc1OC (centres undefined)
9.0	0.1	i	2.9	3.4	-1.9	11.1	9.1	11.5	2.6	Cc1c(C(=O)N(C)C2CCCCC2)sc2ncnc(N3CCN(c4ccccc4F)CC3)c12
-4.7	2.4	i	2.9	4.2	-3.6	28.9	-2.4	0.3	2.2	COc1ccc(NC(=O)CC(C)C)c(OC)c1
38.1	4.1	i	-1.2	-2.2	-2.4	26.0	13.7	2.0	2.4	COCCNC(=O)Cn1cc2c(n1)CCCCC2
3.5	-3.0	i	2.1	-3.0	0.7	4.3	-4.9	-6.9	-4.1	CCC(=O)N1CCc2cc(S(=O)(=O)NCCC(=O)NCc3ccc(F)cc3)ccc21
12.2	2.1	i	-0.3	-2.8	-2.1	5.7	1.7	-0.7	2.3	CCSc1nc2ccccc2n1CC(=O)N1CCCCC1
21.0	0.0	i	3.6	-1.8	-1.3	23.7	4.6	2.3	6.5	CC(C)[C@H](NC(=O)c1ccccc1)C(=O)OCC(=O)c1ccccc1F
-3.5	.	i	-2.7	2.9	0.0	11.1	-7.3	1.2	-3.9	COc1ccc2nc(COC(=O)c3cccc([N+](=O)[O-])c3)c(C(C)=O)[n+]([O-])c2c1
16.8	3.2	i	-6.7	-1.3	-2.4	-9.3	15.1	-46.2	-8.4	Cc1occc1C(=O)N=Nc1c(O)n(C)c2ccccc12
-8.5&0.1	0.1&2.3&3.6	i	3.5&1.6	0.4&2.3	-1.4&-4.1	28.1&17.2	-2.5&-4.9	11.0&1.7	4.6&0.8	Cc1nc2c(o1)CCc1ccccc1C2N1CCN(C)CC1 (centres undefined)
12.3	-1.5	i	0.5	-1.8	-2.4	5.7	0.7	5.9	6.4	COc1cc(NC(=O)NC2Cc3ccccc3C2)cc(OC)c1
-7.1	-0.2	i	1.5	-6.7	-1.9	5.8	-3.2	-0.8	-4.0	C/C(=N\NC(=O)c1ccc(C)cc1)c1c(C)[nH]n(-c2ccccc2)c1=O
2.4	7.4	i	0.8	1.1	-3.4	7.1	-2.0	4.0	6.7	CC(C)CCN1CC(O)=C(c2nc3ccccc3[nH]2)C1=N
-4.5	.	i	1.4	-3.5	2.7	14.5	-6.7	8.4	-1.6	O=C(COc1ccccc1)Nc1ccc2c(c1)Cc1cc(NC(=O)COc3ccccc3)ccc1-2
-18.4	-3.5	i	0.6	-1.6	-1.1	22.2	-8.9	-0.8	-6.6	ON1C(c2ccccc2C(F)(F)F)N(O)[C@H]2CCCC[C@H]21 (some centres undefined)
2.4	6.0	i	2.7	1.8	-2.3	11.6	-2.9	-0.4	0.6	Cc1onc(-c2ccccc2Cl)c1C(=O)Nc1ccccc1C(N)=O
13.8	3.0	i	1.5	-0.6	-0.7	29.1	4.5	2.7	4.6	Nc1c(C(=O)NCCc2ccccc2)nnn1Cc1ccccc1
8.8	-13.0	i	3.1	.	0.7	26.9	8.4	0.1	3.8	O=C(NCc1ccccc1)c1onc(CSc2ccccc2)c1C(=O)NCC1CC1
24.0	4.0	i	2.5	0.9	2.3	16.1	5.0	8.2	3.4	COC(=O)c1ccc(Cl)c(NC(=O)CN(c2ccc3c(c2)OCO3)S(C)(=O)=O)c1
26.0	-1.7	i	-1.1	-0.5	-3.8	0.9	-3.8	-17.3	-3.0	Cc1ccc(O)c(-c2cc(C(F)(F)C(F)F)nc(-c3ccccc3)n2)c1
36.0	-3.9	i	1.5	-3.9	-1.3	33.0	19.4	-4.9	7.8	COc1ccc(NC(=O)CSc2ccc3ccccc3c2)cc1S(=O)(=O)N1CCCCC1
-22.7	5.8	i	2.7	3.1	.	37.3	-2.3	-1.7	0.6	O=C(c1ccccc1NS(=O)(=O)c1ccc(F)cc1)N1CCCC1
30.6	.	i	0.0	2.9	-1.3	15.0	-4.8	-0.7	1.7	Cc1cc(C)n2nc(SCC(=O)Nc3ccccc3)nc2n1
.	2.2	i	-0.7	38.8*	-2.3	10.0	.	4.3	2.3	Clc1cccc(N=C2NN=C(c3ccc4c(c3)OCCO4)CS2)c1
19.6	-0.3	i	.	-1.9	-0.2	28.9	-6.7	-0.9	0.4	Cc1ccc(C)c(NC(=O)CSc2nnc(CNC(=O)c3ccco3)o2)c1
8.9	3.4	i	0.5	-0.3	-0.7	11.7	-7.0	2.8	5.9	Cc1ccc(-n2ncc3c(SCC(=O)NNC(=O)C(C)C)ncnc32)cc1
9.6	.	i	-0.2	.	-4.5	-5.6	1.4	9.3	-12.6	O=C(CC1CCC1)Nc1cccc2c([N+](=O)[O-])cccc12
-3.6	0.0	i	0.2	1.8	-1.3	22.2	4.2	1.8	-2.2	O=C(CSc1cn[nH]n1)Nc1ccc(Cl)cc1Cl
